E coli growth: reduces bacterial viability in AddAB counter-screen. E. coli V3065 growth, OD600 absorbance, 18 h. inhibition, % at 11.9 µM. 330,000 tested, 0.27% active;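 active = inhibition above the campaign's mean inhibition across all tested compounds plus 3 SD, cut at about 9.9% in these data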;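 also: uninfected addAB+ strain grown without phage in ampicillin broth; 0% = DMSO wells and 100% = ciprofloxacin 0.95 µg/ml wells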
Rtt109 Vps75: inhibitors of Candida albicans Rtt109/Vps75 histone acetyltransferase; 330,000 tested, 0.16% active; purified Rtt109/Vps75, ThioGlo CoA-SH fluorescence, 4 h; inhibition, % at 34.9 µM; AID 540336;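 active = inhibition of at least 50% in every replicate; inconclusive = best replicate reaches 50% inhibition but some replicates fall short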
Target sequence (Q5AAJ8 whole entry, looked up): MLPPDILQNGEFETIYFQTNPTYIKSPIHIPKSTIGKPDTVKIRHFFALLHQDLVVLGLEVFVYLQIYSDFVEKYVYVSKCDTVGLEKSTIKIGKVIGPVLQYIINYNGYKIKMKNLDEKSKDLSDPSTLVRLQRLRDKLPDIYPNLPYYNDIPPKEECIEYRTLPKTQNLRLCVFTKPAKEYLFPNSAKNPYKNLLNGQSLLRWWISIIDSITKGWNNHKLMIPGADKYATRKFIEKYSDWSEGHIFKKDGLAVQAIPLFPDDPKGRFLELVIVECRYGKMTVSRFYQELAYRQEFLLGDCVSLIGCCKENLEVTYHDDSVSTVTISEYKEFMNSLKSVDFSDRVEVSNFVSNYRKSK
DAGLB inhibitor: blocks human DAGLB lipase activity | AID 504411 | inhibition, % at 5.17 µM | HEK293T DAGLB membrane lysate, EnzChek fluorogenic substrate | Q8NCG7 | 340,000 tested, 0.059% active; in the data active = inhibition above about 34%;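 also: 0% = enzyme with vehicle and 100% = wells lacking enzyme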
Target sequence (Q8NCG7 whole entry, looked up): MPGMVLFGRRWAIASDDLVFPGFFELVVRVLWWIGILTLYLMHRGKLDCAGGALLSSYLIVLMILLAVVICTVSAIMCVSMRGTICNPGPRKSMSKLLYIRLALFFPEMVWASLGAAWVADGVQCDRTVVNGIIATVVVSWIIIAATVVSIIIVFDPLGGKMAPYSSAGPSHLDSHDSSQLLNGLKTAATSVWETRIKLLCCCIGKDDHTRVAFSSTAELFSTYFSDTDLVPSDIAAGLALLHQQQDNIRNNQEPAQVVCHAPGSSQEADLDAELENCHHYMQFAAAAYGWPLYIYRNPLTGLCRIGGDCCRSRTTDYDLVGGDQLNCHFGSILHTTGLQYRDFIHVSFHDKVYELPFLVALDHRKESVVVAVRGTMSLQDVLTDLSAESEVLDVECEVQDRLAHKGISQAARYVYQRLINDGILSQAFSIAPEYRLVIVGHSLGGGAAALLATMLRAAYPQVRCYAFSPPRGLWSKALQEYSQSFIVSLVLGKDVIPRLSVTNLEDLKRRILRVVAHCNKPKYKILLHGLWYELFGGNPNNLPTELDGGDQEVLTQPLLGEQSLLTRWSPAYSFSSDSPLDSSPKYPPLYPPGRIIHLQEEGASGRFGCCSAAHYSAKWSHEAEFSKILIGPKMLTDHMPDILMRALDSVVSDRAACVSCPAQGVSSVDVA
PfHsp90 set2: reduces growth (ATP signal) of yeast expressing P. falciparum Hsp90 | S. cerevisiae expressing PfHsp90, BacTiter-Glo ATP, 48 h; yeast lacking PDR1 and PDR3 efflux regulators | inhibition, % at 9.4 µM | 310,000 tested, 0.32% active | AID 504621;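 active = every replicate shows inhibition above about 80%, whatever the replicate mean, limit read from the data; inconclusive = mean inhibition reaches the set limit but some replicate falls short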;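 also: 0% = DMSO neutral controls and 100% = 20 µM radicicol positive controls; yeast relying on Plasmodium falciparum Hsp90 in place of its own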
phage Ecoli inh: E. coli growth loss with phage present; inhibition, % at 11.9 µM; 360,000 tested, 0.26% active; growth absorbance; in the data active = inhibition above about 11%
Tat export inh: E. coli Tat transport inhibition. E. coli MC4100 TorA-mCherry Tat export, fluorescence. inhibition, % at 10 µM. 340,000 tested, 0.036% active;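 active = mean replicate inhibition at least 50% and at least half of replicates individually reaching 50%; inconclusive = only one of the two criteria met; inactive = neither criterion met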;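 also: exported cargo escapes ClpAP degradation while cytoplasmic cargo is degraded and loses fluorescence; 0% = median of neutral control wells and 100% = median of NaSCN control wells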
PvdQ acylase: blocks Pseudomonas aeruginosa PvdQ acylase activity | purified PvdQ acylase, fluorescence plate reader | inhibition, % at 10 µM | 340,000 tested, 0.063% active; in the data active = inhibition above about 30%, passing the limit was not always enough; inconclusive = no clear call, values can overlap the other calls;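 also: 0% = vehicle neutral wells and 100% = reference inhibitor wells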
CAL PDZ FP: inhibitors of human CAL PDZ peptide binding. inhibition, % at 20 µM. Q9HD26. purified CAL PDZ, TMR-peptide fluorescence polarization, 1 h. 330,000 tested, 0.02% active;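 active = highest replicate inhibition of at least 40%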;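 also: plate controls were DMSO neutral control wells for no effect and unlabeled competitor peptide control wells for full effect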
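Control set: unlabelled peptide and DMSO controls / Material: purified CerCALP PDZ construct / Timing: 1 h incubation at room temperature before polarization reading / Doses: 20 µM, one dose / Detection: fluorescence polarization (mP)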
Wnt act: Wnt/beta-catenin pathway activation; Wnt/beta-catenin reporter cell assay, activator, plate reader; activation, % at 9.35 µM; 300,000 tested, 1.2% active; AID 743398; in the data active = activation above about 30%, passing the limit was not always enough; inconclusive = no clear call, values can overlap the other calls;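 also: 0% = neutral control wells and 100% = positive control wells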
AddAB inh: less growth of phage-infected E. coli with AddAB. E. coli expressing H. pylori AddAB, absorbance growth. inhibition, % at 11.9 µM. 330,000 tested, 0.29% active. AID 435030; in the data active = inhibition above about 12%;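 also: 0% = vehicle wells of infected cells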
Active calls of the source: *; ? = inconclusive; nt = no result given.

no.	Molecule	PvdQ acylase	CAL PDZ FP	AddAB inh	PfHsp90 set2	E coli growth	Wnt act	phage Ecoli inh	Rtt109 Vps75	Tat export inh	DAGLB inhibitor
1	COc1ccc(CC(=O)NC2CCN(CC(=O)N3CCCc4ccccc43)CC2)cc1OC	9	-0.7	4.3	-4	-0.7	8	0.6	15	0	-4
2	NCCNC(=O)c1c(NC(=O)c2ccccc2)sc2c1CCCC2	-16	-0.6	3.8	-26	-1.4	1	3.5	-4	6	3
3	Cc1ccc(OCC(=O)c2cc(C)n(CC(F)(F)F)c2C)c([N+](=O)[O-])n1	6	-0.8	1.1	21	2.0	-2	6.9	-2	2	0
4	CCC(=O)Nc1ccc(NCc2ccc(-c3ccccc3)cc2)cc1	3	-0.7	2.4	-2	-0.5	1	1.9	9	-1	-2
5	COc1cc(OC)c(-c2nc(-c3ccncc3)no2)cc1OC	-11	-0.9	-0.2	-10	-1.5	-1	1.6	2	-5	-2
6	CCOC(=O)CSc1nc2ccccc2c(=O)n1CC1CCCC1	-1	-0.3	0.4	-2	-2.2	nt	0.6	5	2	-8
7	Cc1ccc(C(=O)C(C)OC(=O)CNC(=O)c2ccc(Br)o2)cc1 (configuration not stated)	-5	-2.2	1.4	3	-0.7	-1	3.2	3	-1	-1
8	CCOC(=O)C1(CCc2ccccc2)CCN(C(=O)C2=C(C)OCCO2)CC1	6	-1.3	3.1	-12	1.4	2	2.3	-5	-1	nt
9	Cc1ccnc(NC(=O)CNC(=O)COc2ccccc2)c1	7	-2.3	2.9	-18	-0.2	38*	2.2	15	-15	0
10	Cc1ccc(CSCC(=O)NN=C2CCN(C)CC2)cc1	-8	-0.1	1.7	-5	3.0	-2	0.6	2	4	-1
11	CN(C(=O)COC(=O)CNC(=O)c1ccc(Cl)cc1Cl)c1ccccc1	5	1.2	3.0	7	2.5	0	3.1	-9	1	13
12	CCC(=O)N/N=C/c1ccc(-c2ccc([N+](=O)[O-])cc2)o1	2	0.2	2.3	5	1.8	0	4.1	1	-5	0
13	CCCCn1c(N)c(N(CCC(C)C)C(=O)c2[nH]c(C)c(C(=O)OCC)c2C)c(=O)[nH]c1=O	-19	-0.4	7.4	nt	0.7	1	-1.0	-8	16	1
14	O=C(CCNS(=O)(=O)c1ccccc1C(F)(F)F)NCC(c1ccco1)N1CCCCC1 (configuration not stated)	-12	-1.6	-0.3	-9	2.5	1	1.3	3	1	-1
15	O=C(Nc1ccccc1)c1ccc(-c2ccc(F)cc2)s1	4	-0.5	1.4	2	0.3	16	1.6	0	-9	-4
16	CCc1ccccc1NC(=O)CN(C)C(=O)c1cccc(S(=O)(=O)N2CCCCCC2)c1	-12	-0.3	0.2	4	0.0	-4	0.5	-2	2	0
17	NC(=O)C(c1ccccc1)c1ccc(C(=O)c2ccccc2)cc1 (configuration not stated)	-18	-1.7	-1.1	-17	-1.8	-2	1.1	-3	2	-1
18	O=C1CC(c2ccccc2Cl)CC(O)=C1C=Nc1ccccc1 (configuration not stated)	-2	-1.7	3.0	-19	0.5	nt	2.0	-6	2	-1
19	Cc1cc(C)c2cc(C(=O)N3CCC(N4CCCCC4)CC3)[nH]c2c1	-8	-2.5	-0.9	6	-1.3	1	1.6	-2	-7	1
20	N#CC1(Nc2ccc(-c3ccc(NC4(C#N)CCCC4)cc3)cc2)CCCC1	-8	0.5	nt	16	nt	1	-1.5	-4	-1	3
21	CC(C)(Oc1ccc(Cl)cc1)C(=O)NCc1ccc(S(N)(=O)=O)cc1	-17	-0.3	-2.4	2	1.9	-1	2.0	-7	0	1
22	O=C(CN1C(=O)/C(=C\c2cccs2)SC1=S)Nc1cccc(C(=O)O)c1	-4	-2.7	-2.0	4	1.3	4	1.9	-1	-7	13
23	O=Cc1cccn1Cc1ccc(Cl)cc1Cl	-5	-0.4	1.4	-4	-0.6	-5	3.3	0	-5	-3
24	c1csc(-c2nc3nc4ccccc4nc3n2Cc2ccc3c(c2)OCO3)c1	-3	-3.7	-0.5	0	-2.5	11	3.3	-20	-4	-3
25	c1ccc(-n2nnnc2SCc2cccc(CSc3nnnn3-c3ccccc3)n2)cc1	-7	nt	-2.4	14	0.0	nt	0.7	0	-10	-3
26	COc1cc(OC)c(OC)cc1CN1CCCC(C(=O)c2ccccc2SC)C1 (configuration not stated)	-10	-0.1	0.0	-47	2.8	-1	1.1	-1	-5	1
27	CC1(C)CCCN(C(=O)c2ccc3c(c2NCCO)C(=O)c2ccccc2C3=O)C1	-6	0.0	1.4	5	0.5	nt	2.5	16	5	41*
28	COc1ccc(NC(=O)C2CCCN(S(=O)(=O)c3ccc4c(c3)oc(=O)n4C)C2)c(OC)c1 (configuration not stated)	1	-0.7	0.4	-2	3.5	-1	4.7	3	-3	-1
29	Cn1nnnc1SCC(=O)Nc1ccc(Br)cc1Br	-2	0.0	3.5	-1	1.4	0	2.9	-1	-4	-2
30	CCn1nc(NS(=O)(=O)c2ccc(NC(C)=O)cc2)c2cc3ccc(C)cc3nc21	-2	-1.5	1.1	-10	-2.1	-1	0.5	-10	-7	4

3 of the compounds above, screen by screen:
27: CC1(C)CCCN(C(=O)c2ccc3c(c2NCCO)C(=O)c2ccccc2C3=O)C1
28: COc1ccc(NC(=O)C2CCCN(S(=O)(=O)c3ccc4c(c3)oc(=O)n4C)C2)c(OC)c1 (configuration not stated)
29: Cn1nnnc1SCC(=O)Nc1ccc(Br)cc1Br

Screen / compound no. | 27 | 28 | 29
PvdQ acylase | -6 | 1 | -2
CAL PDZ FP | 0.0 | -0.7 | 0.0
AddAB inh | 1.4 | 0.4 | 3.5
PfHsp90 set2 | 5 | -2 | -1
E coli growth | 0.5 | 3.5 | 1.4
Wnt act | nt | -1 | 0
phage Ecoli inh | 2.5 | 4.7 | 2.9
Rtt109 Vps75 | 16 | 3 | -1
Tat export inh | 5 | -3 | -4
DAGLB inhibitor | 41* | -1 | -2

Following part
no.	Molecule	PvdQ acylase	CAL PDZ FP	AddAB inh	PfHsp90 set2	E coli growth	Wnt act	phage Ecoli inh	Rtt109 Vps75	Tat export inh	DAGLB inhibitor
31	O=C(Cn1ncc2c3ccccc3n(Cc3ccccc3F)c2c1=O)N1CCN(c2ccccn2)CC1	2	-2.1	-2.4	-69	2.2	-1	1.8	6	-5	1
32	COc1ccccc1C(O)(C(=O)NN(C(=O)c1ccccc1)c1ccccc1C)c1cccs1 (configuration not stated)	9	-0.6	1.0	-17	-1.7	nt	1.6	0	6	-1
33	O=C(Cn1c(-c2cncs2)nc2ccccc21)NCCc1ccccc1	3	-0.7	-0.2	3	0.0	-2	2.5	-1	-7	-2
34	CN(C)C(=O)COC(=O)/C=C/c1ccccc1[N+](=O)[O-]	-1	-1.0	-1.0	nt	-1.7	-2	3.9	-5	-1	0
35	CCOc1ccc(N(CC(=O)NC2CCCCCC2)S(=O)(=O)c2ccccc2)cc1	-7	-0.2	-1.2	-32	1.3	-2	0.8	-6	-14	0
36	CCC(C)(C)C1CCc2c(sc(N)c2C(N)=O)C1 (configuration not stated)	16	-0.4	-1.2	20	-1.7	-3	2.4	-2	-10	0
37	COc1cccc(Oc2cn[nH]c2-c2ccc(OC)cc2O)c1	-8	-0.3	-0.2	-57	-0.9	nt	6.2	?	-1	-1
38	CCCCN(C(=O)Oc1ccccc1)C1CCS(=O)(=O)C1 (configuration not stated)	2	-0.8	1.4	-7	0.5	-8	3.7	11	-7	0
39	CCCCCN(C(=O)CCC(=O)OCc1cccc(C)c1)c1c(N)n(CCCC)c(=O)[nH]c1=O	-7	-2.6	0.0	nt	0.8	-1	1.2	-15	3	6
40	COc1ccccc1C(=O)N/C(=C/c1ccccc1)C(=O)NC(CCSC)C(=O)O (configuration not stated)	4	-1.7	1.3	12	1.6	1	1.2	22	-2	0

Retrieved one by one from above:
no.	Molecule	PvdQ acylase	CAL PDZ FP	AddAB inh	PfHsp90 set2	E coli growth	Wnt act	phage Ecoli inh	Rtt109 Vps75	Tat export inh	DAGLB inhibitor
37	COc1cccc(Oc2cn[nH]c2-c2ccc(OC)cc2O)c1	-8	-0.3	-0.2	-57	-0.9	nt	6.2	?	-1	-1
40	COc1ccccc1C(=O)N/C(=C/c1ccccc1)C(=O)NC(CCSC)C(=O)O (configuration not stated)	4	-1.7	1.3	12	1.6	1	1.2	22	-2	0
36	CCC(C)(C)C1CCc2c(sc(N)c2C(N)=O)C1 (configuration not stated)	16	-0.4	-1.2	20	-1.7	-3	2.4	-2	-10	0
32	COc1ccccc1C(O)(C(=O)NN(C(=O)c1ccccc1)c1ccccc1C)c1cccs1 (configuration not stated)	9	-0.6	1.0	-17	-1.7	nt	1.6	0	6	-1
39	CCCCCN(C(=O)CCC(=O)OCc1cccc(C)c1)c1c(N)n(CCCC)c(=O)[nH]c1=O	-7	-2.6	0.0	nt	0.8	-1	1.2	-15	3	6

Further records.
no.	Molecule	PvdQ acylase	CAL PDZ FP	AddAB inh	PfHsp90 set2	E coli growth	Wnt act	phage Ecoli inh	Rtt109 Vps75	Tat export inh	DAGLB inhibitor
41	Cc1cc(N/N=C/c2ccc(O)cc2)c2cccc(C)c2n1	-5	6.2	6.7	-4	2.5	-1	1.3	4	-3	2
42	Cc1cccc(C(=O)N[C@H](C(=O)Nc2ccc(C)c(S(=O)(=O)N3CCOCC3)c2)C(C)C)c1	-10	-0.5	-0.6	6	2.4	-5	3.2	10	-1	1
43	O=C(NC(=S)Nc1ccc(Br)cn1)c1cccnc1	-16	0.0	4.0	13	-0.3	?	2.9	10	0	-2
44	COC(=O)C1=C(C)NC(C)=C(C(=O)OC)C1C1CC=CCC1 (configuration not stated)	-9	0.4	3.5	1	-0.5	-2	0.8	4	1	0
45	Cn1cccc1C(=O)NCc1ccc(S(N)(=O)=O)cc1	4	-2.5	2.0	-5	-1.6	1	3.3	3	-8	0
46	Cc1cc(C)cc(NC(=S)N2CCN(c3ncc(C(F)(F)F)cc3Cl)CC2)c1	1	0.9	3.5	-13	0.0	0	3.4	6	-5	-3
47	CC(=O)Nc1cccc(C(=O)NCC2(N3CCCCC3)CCCCC2)c1	-9	0.4	0.6	-22	1.9	0	1.2	-2	-1	0
48	CC(=O)N1C(=O)C2(Nc3ccccc3N2)c2ccccc21	-8	-0.4	3.2	-4	0.2	nt	2.9	-11	-9	1
49	CCOC(=O)/C(=N/Nc1ccccc1)N1CCCc2ccccc21	11	0.7	1.8	-3	-0.9	nt	-1.8	3	-10	-8
50	COc1ccc(-c2noc(CNS(=O)(=O)c3ccccc3)n2)cc1	-13	-1.9	2.3	27	1.3	0	3.3	-3	2	-3
51	COc1ccc(OC)c(NC(=O)NCCc2cccc(Cl)c2)c1	-3	-0.6	0.1	22	-0.3	60*	3.8	-10	5	0
52	CCCCOc1cccc(-c2nnc(NC(=O)CSc3ccc(C)cc3)s2)c1	7	-0.5	-1.0	-29	-1.0	-5	2.8	1	-8	-1
53	O=C(O)c1n[nH]c2c1CC(C1CCCCC1)CC2 (configuration not stated)	-13	-0.5	5.1	nt	2.0	1	1.7	7	-6	5
54	O=C(CSc1nnc(-c2ccc(Br)cc2)o1)Nc1cccc2ccccc12	-24	-2.6	7.0	-31	7.9	1	5.7	-7	8	-1
55	COc1cccc(/C=C2/Sc3ccc(C(=O)NCCN4CCCCCC4)cc3NC2=O)c1	-1	-16	-1.2	-14	-3.6	-3	4.9	9	10	2
56	CC1(C)Cc2nc3oc4c(N(CCO)Cc5ccccc5)ncnc4c3cc2CO1	-6	-8.0	0.8	65	-0.1	3	1.0	3	1	1
57	COc1ccc(OC)c(NC(=S)NCCSc2ccc(C)cc2)c1	-1	-0.8	3.0	-3	-0.8	-2	2.1	-19	7	-7

Bioassay records as filed in PubChem BioAssay.
